HDAC3 inh = blocks human histone deacetylase 3; recombinant HDAC3, fluorogenic peptide/trypsin coupled, fluorescence; inhibition, % at 8.3 µM; AID 2718; O15379; 320,000 tested, 0.15% active; in the data active = inhibition above about 26%, passing the limit was not always enough
RGS4 pot = RGS4 potentiation or activation; 310,000 tested, 0.92% active; B-score at 10 µM; AID 463111; HEK293 M3R/inducible RGS4, carbachol calcium flux Fluo4; stronger effect = lower value;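 active = B-score of the integrated calcium signal more than 4 SD below the library mean, with starting fluorescence not abnormally high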;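 note: negative B-score means reduced calcium response which marks RGS4 activation or potentiation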
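Reagent: ECmax carbachol challenge; Test system: M3R-expressing HEK293 line, RGS4 induced by doxycycline; Schedule: overnight RGS4 induction, 30 min dye load 37 °C, 20 min compound RT; Detection: calcium dye Fluo4 fluorescence; Read-out: Agonist-evoked peak-minus-minimum fluorescence over baseline, integrated ratio, B score.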
KCNQ1 act = potentiates or activates the human KCNQ1 potassium channel. CHO-K1 KCNQ1, thallium flux FluxOR fluorescence; stronger effect = higher value. B-score at 10 µM. 310,000 tested, 0.35% active;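 active = fluorescence ratio B-score, a plate-corrected score, at least three library SD, with initial intensity B-score within 5 SD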
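System: Stable KCNQ1 CHO-K1 line | Incubation: 90 min dye loading and 20 min compound exposure, both at room temperature | Measure: Ratio B score | Medium: Assay buffer for compound exposure, DMSO matched across wells | Compound dosing: Single-concentration screen | Probe or stimulus: K+/Tl+ depolarizing stimulus | Measured by: Kinetic FluxOR fluorescence, 10 s baseline plus 110 s post-stimulus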
RGS4 inh = human RGS4 inhibition | B-score at 10 µM | HEK293 M3R/RGS4 inducible, Fluo-4 calcium flux; stronger effect = higher value; triggered by carbachol at its EC20 | 310,000 tested, 0.45% active;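 active = B-score, a plate-corrected calcium signal, over three deviations above library mean, with baseline fluorescence within five deviations of library mean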;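 note: RGS4 expression induced by doxycycline in cells with stable M3 receptor; B-score is computed from the integrated fluorescence ratio over baseline after carbachol; higher B-score means a larger calcium signal and so more RGS4 inhibition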
TMEM16A act = activators or potentiators of mouse TMEM16A chloride channel; Q8BHY3; HEK293 TMEM16A/YFP-H148Q/I152L, iodide quench fluorescence; stronger effect = lower value; B-score at 10 µM; 340,000 tested, 0.3% active;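 active = fluorescence-ratio B-score plate-corrected deviation score at least 3 library SD below zero, with starting fluorescence score within 5 deviations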;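 note: channel opened by trigger with iodide after compound preincubation; score built on the fluorescence ratio of max minus min over baseline; more negative score means more quench and so TMEM16A activation or potentiation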
TMEM16A inh = mouse TMEM16A channel inhibition, primary screen. 310,000 tested, 1.2% active. HEK293 TMEM16A/YFP iodide influx fluorescence, ionomycin. normalized B-score (activity score, 25-100; higher = stronger inhibition) at 10 µM. AID 588511;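 active = ratio plate-corrected score three or more library SD toward inhibition, starting fluorescence score within five deviations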;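 note: score derived from kinetic fluorescence span divided by baseline fluorescence per well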
hERG protect = shields human hERG channel from block by proarrhythmic agents; Q12809; CHO-hERG, FluxOR thallium flux, dofetilide IC70 present; activation (rescue from dofetilide block), less the hit threshold, % at 10 µM; 310,000 tested, 0.51% active; AID 1511;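 active = activation above the mean of controls blocked by dofetilide plus 5 SD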;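 note: thallium influx through hERG after potassium depolarization seen as dye fluorescence rise; in these data hits start at about 4.7%; inactives centre near -7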
Target sequence (Q12809 whole entry, looked up): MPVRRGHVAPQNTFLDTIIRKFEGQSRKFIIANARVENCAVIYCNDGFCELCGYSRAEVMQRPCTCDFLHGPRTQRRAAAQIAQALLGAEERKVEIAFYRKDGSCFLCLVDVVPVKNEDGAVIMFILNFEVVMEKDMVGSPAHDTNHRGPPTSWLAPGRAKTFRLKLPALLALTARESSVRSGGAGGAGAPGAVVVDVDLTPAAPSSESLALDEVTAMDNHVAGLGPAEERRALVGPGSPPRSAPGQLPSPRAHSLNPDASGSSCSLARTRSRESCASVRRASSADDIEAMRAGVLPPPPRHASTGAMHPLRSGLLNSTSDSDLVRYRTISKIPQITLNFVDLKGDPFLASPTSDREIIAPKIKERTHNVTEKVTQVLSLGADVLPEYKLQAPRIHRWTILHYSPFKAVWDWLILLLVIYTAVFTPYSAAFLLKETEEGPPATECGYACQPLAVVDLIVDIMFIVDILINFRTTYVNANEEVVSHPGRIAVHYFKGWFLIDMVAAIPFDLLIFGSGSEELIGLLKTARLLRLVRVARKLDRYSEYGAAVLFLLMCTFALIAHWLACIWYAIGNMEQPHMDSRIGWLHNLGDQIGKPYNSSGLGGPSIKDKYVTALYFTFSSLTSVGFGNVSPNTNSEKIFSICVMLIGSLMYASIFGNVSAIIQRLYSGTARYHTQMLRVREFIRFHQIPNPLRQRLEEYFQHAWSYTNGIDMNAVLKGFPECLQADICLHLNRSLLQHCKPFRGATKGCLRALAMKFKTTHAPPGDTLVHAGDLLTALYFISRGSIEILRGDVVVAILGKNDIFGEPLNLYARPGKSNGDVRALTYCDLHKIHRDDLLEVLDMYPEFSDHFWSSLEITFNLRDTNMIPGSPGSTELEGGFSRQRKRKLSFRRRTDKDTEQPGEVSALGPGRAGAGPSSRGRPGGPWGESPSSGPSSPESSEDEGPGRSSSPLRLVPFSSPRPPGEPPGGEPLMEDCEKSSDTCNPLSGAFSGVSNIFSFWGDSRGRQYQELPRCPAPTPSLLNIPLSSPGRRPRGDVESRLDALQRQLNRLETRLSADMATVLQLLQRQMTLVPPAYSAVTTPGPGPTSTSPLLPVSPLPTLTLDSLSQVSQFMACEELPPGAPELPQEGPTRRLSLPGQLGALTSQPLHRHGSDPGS
SKKanGAS inh = blocks kanamycin growth of S. pyogenes SKKanGAS strain; 300,000 tested, 1.3% active; BacTiter-Glo, 6 h; inhibition, % at 7.5 µM; AID 1662;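 active = mean replicate score, as percent of positive control median, at least 50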;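 note: strain carries kanamycin resistance gene driven by streptokinase promoter and grows in 40 µg/ml kanamycin; loss of luminescence reflects streptokinase promoter inhibition or plain growth inhibition; 0% = median of DMSO wells and 100% = positive control at its reference dose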
KCNQ1 inh = inhibitors of human KCNQ1 potassium channel; CHO-K1 KCNQ1, FluxOR thallium flux fluorescence; stronger effect = higher value; B-score at 10 µM; 310,000 tested, 1.3% active; P51787;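 active = compounds whose thallium flux B-score, printed positive for inhibition, exceeds three library SD while starting fluorescence stays within three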;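 note: channel opened by potassium depolarization with thallium stimulus after 20 min compound exposure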
KCNK3 inh = human KCNK3 channel inhibition, primary screen; CHO-KCNK3 thallium flux, FluxOR fluorescence; stronger effect = lower value; B-score at 10 µM; 340,000 tested, 0.84% active;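 active = B-score under library mean minus 4 SD, starting fluorescence ratio at most library mean plus 5 SD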;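 note: more negative B-score means stronger inhibition of thallium flux through KCNK3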
KCNK9 inh = human KCNK9 channel inhibition; AID 488922; B-score at 10 µM; HEK293 KCNK9, FluxOR thallium flux fluorescence; stronger effect = lower value; Q9NPC2; 310,000 tested, 1.2% active;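 active = ratio B-score over 3 SD below the library mean, with starting fluorescence within 5 SD of its mean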;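 note: negative B-score means less thallium flux so channel inhibition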
* hit, by the source's call; i = inactive; . = not tested or not shown.

mol	HDAC3 inh	RGS4 pot	KCNQ1 act	RGS4 inh	TMEM16A act	TMEM16A inh	hERG protect	SKKanGAS inh	KCNQ1 inh	KCNK3 inh	KCNK9 inh
COc1ccc(/C=C2/C(=O)N(c3cccc(F)c3)N=C2C)c(OC)c1	-1	i	i	i	i	i	-7	-1	i	i	i
COc1ccc(N2C(=NC(=O)C(C)Oc3ccccc3)SC3CS(=O)(=O)CC32)cc1 (stereo not drawn)	9	i	i	i	i	i	-13	-5	i	i	i
CC(=O)/C(=N/Nc1ccccc1Cl)Sc1nnc(C(O)c2ccccc2)n1-c1ccccc1 (stereo not drawn)	-9	i	i	i	i	i	-5	-2	i	i	i
COc1ccc(C(CC(=O)O)NC(=O)c2cccs2)cc1 (stereo not drawn)	-4	i	i	i	i	i	-8	-9	i	i	i
COc1cccc(C(=O)NCC(=O)N/N=C/c2ccc3c(c2)OCO3)c1	8	i	i	i	i	i	-10	4	i	i	i
CCOC(=O)N1CCN(C2=C(NS(=O)(=O)c3ccc(NC(C)=O)cc3)C(=O)c3ccccc3C2=O)CC1	2	i	i	i	i	i	-24	-6	i	i	i
O=C(Cn1nc(C(=O)O)c2ccccc2c1=O)Nc1cc(Cl)cc(Cl)c1	5	i	i	i	i	i	-7	-6	i	i	i
Cc1ccc(NCc2nc3ccccc3n2C)c(C)c1	1	i	i	i	i	i	-6	2	i	i	i
CCOc1ccccc1N1Cc2ccccc2C1	-4	i	i	i	-5.5*	i	2	-2	i	i	i
Cc1ccc(S(=O)(=O)N(C)c2ccc3sc(C)nc3c2)cc1	5	i	i	i	i	i	-21	4	i	i	i
Cc1ccc(CN2CCN(Cc3cnc(N4CCOCC4)s3)CC2CCO)o1 (stereo not drawn)	-1	i	i	i	i	i	-7	-12	i	i	i
CCc1c(C(=O)Nc2ccccc2C(N)=O)csc1C	.	i	i	i	i	i	-7	0	i	i	i
CC(CC(=O)Nc1nnc(C(C)(C)C)s1)c1ccccc1 (stereo not drawn)	-4	i	i	i	i	i	1	-7	i	i	i
O=C(O)c1cc(NN=Nc2cccc(S(=O)(=O)O)c2)cc([N+](=O)[O-])c1	8	i	i	i	i	i	1	-4	i	i	i
CCCCOC(=O)CSc1nc(N)c(C#N)c(-c2ccc(OCC)cc2)c1C#N	12	i	i	i	i	i	-4	-2	i	i	i
COc1cc([N+](=O)[O-])ccc1NC(=O)C1C2C=CC(C2)C1C(=O)O (stereo not drawn)	5	i	i	i	i	i	-5	-2	i	i	i
O=c1c2ccccc2nc(SCc2cn3ccsc3n2)n1-c1ccccc1	7	i	i	i	i	i	-7	-5	i	i	i
CSCCC(NS(=O)(=O)c1ccc2c(c1)oc(=O)n2C)C(=O)NCc1ccccc1 (stereo not drawn)	-3	i	i	i	i	i	-8	-2	i	i	i
CC1=C(C(=O)OCC2CCCO2)C(c2coc3ccccc3c2=O)C2=C(CCCC2=O)N1 (stereo not drawn)	3	i	i	i	i	i	-10	-4	i	i	i
COc1ccc(-c2csc3nc(-c4ccc(C)cc4)oc(=O)c23)cc1OC	6	i	i	i	i	i	-3	4	i	i	i
COc1ccc(CCNC(=O)CN(c2ccc(OC)c(OC)c2)S(=O)(=O)c2ccccc2)cc1OC	.	i	i	i	i	i	-9	-1	i	i	i
CCCCN(C(=O)CCCSc1nc2ccccc2[nH]1)c1c(N)n(Cc2ccccc2)c(=O)[nH]c1=O	7	i	i	i	i	i	-9	-3	i	i	i
COc1ccccc1N1CCN(C(=O)COc2cc(C)cc(C)c2)CC1	3	i	i	i	i	i	-13	-2	i	i	i
O=[N+]([O-])c1cccc(S(=O)(=O)N2CCN(c3ccccn3)CC2)c1	-5	i	i	i	i	i	-6	8	i	i	i
Cc1[nH]nc2nc(SCC(=O)NCC3CCCO3)n(-c3ccc(Br)cc3)c(=N)c12 (stereo not drawn)	5	i	i	i	i	i	-14	4	i	i	i
COc1ccc2cc3cc(C(=O)NCCN4CCc5ccccc5C4)oc3nc2c1	-61	i	i	i	i	i	-15	5	i	i	i
Cc1sc2ncn(CC(=O)N3CCC(C(N)=O)CC3)c(=O)c2c1S(=O)(=O)N1CCOCC1	2	i	i	i	i	i	-8	-3	i	i	i
CC1(C)CC(NC2C3CC4CC(C3)CC2C4)CC(C)(C)N1 (stereo not drawn)	11	i	i	i	i	i	-5	1	i	i	i
CC(CCc1ccccc1)NC(=O)CNC(=O)c1cccs1 (stereo not drawn)	2	i	i	i	i	i	-5	2	i	i	i
CCc1noc(C)c1C(=O)NCCc1ccc(Cl)cc1	3	i	i	i	i	i	-10	-3	i	i	i
CCC(=O)Nc1ccc2c(c1)C(=O)c1ccccc1C2=O	4	i	i	i	i	i	-11	-1	i	i	i
CCC(=O)Nc1cccc(NC(=S)NC(=O)c2ccc(C)cc2)c1	0	i	i	i	i	i	-8	1	i	i	i
COc1ccccc1OCc1ccc(C(=O)NC(C)(C)C)o1	-8	i	i	i	i	i	-5	1	i	i	i
O=S(=O)(NC(=S)NC1CCCCC1)c1cccs1	-2	i	i	i	i	i	-8	9	i	i	i
NNC(=O)CCc1ccc(S(=O)(=O)N2CCOCC2)cc1	-1	i	i	i	i	i	-11	-5	i	i	i
COc1ccc(CCNC(=O)C2(C)CCC(=O)N2Cc2ccc3c(c2)OCO3)cc1OC (stereo not drawn)	4	i	i	i	i	i	-9	0	i	i	i
N#CC1=C(N)Nc2ncnn2C1c1ccc(F)cc1 (stereo not drawn)	3	i	i	i	i	i	-4	-5	i	i	i
c1ccc(OCCOc2ncnc3sccc23)cc1	0	i	i	i	i	i	-2	-1	i	i	i
CCCn1c(=O)c(C(=O)NCc2ccncc2)c(O)c2ccccc21	-8	i	i	i	i	i	-4	13	i	i	i
COc1cc2c(cc1OC)C(C)N(C(=O)c1cc3c(s1)-c1c(C)cccc1OC3)CC2 (stereo not drawn)	-35	i	i	i	i	i	-11	21	i	i	i
C=CCn1c(-c2ccccc2OC)n[nH]c1=S	-2	i	i	i	i	i	-3	-18	i	i	i
CC(C)C(NS(=O)(=O)c1cccc2nsnc12)C(=O)N1CCc2ccccc2C1 (stereo not drawn)	-7	i	i	i	i	i	-4	-1	i	i	i
O=C(NCc1ccco1)/C(=C/C=C/c1ccccc1)NC(=O)c1ccco1	14	i	i	i	i	i	-14	-5	i	i	i
COc1ccc(N(C(=O)c2ccc(C)cc2)S(=O)(=O)c2cccs2)cc1	-1	i	i	i	i	i	-7	-13	i	i	i
O=S(=O)(NCc1cc(-c2ccccc2)no1)c1ccc(Cl)cc1	3	i	i	i	i	i	-5	-3	i	i	i
COc1ccccc1Cn1nnc2c(=O)[nH]c(C3CCN(C(=O)c4ccc(C)cc4)CC3)nc21	13	i	i	i	i	i	-7	-1	i	i	i
Cc1c(C(=O)Nc2ccc(Cl)cc2)c2ccccn2c1C(=O)c1ccc([N+](=O)[O-])cc1	-5	-8.2*	i	i	i	i	-17	7	i	i	i
O=[N+]([O-])c1ccc2nc(/C=C/c3ccc(Cl)cc3)[nH]c2c1	2	i	i	i	i	i	-14	3	11*	i	i
CCOC(=O)c1cnc2c(C)cc(Cl)cc2c1N1CCN(C)CC1	1	i	i	i	i	i	-6	1	i	i	i
C(=C\c1ccccn1)/c1ccncc1	1	i	i	i	i	i	-5	0	i	i	i
Cc1cc(C)nc(NN=C2CCCC2)n1	0	i	i	i	i	i	-12	-3	i	i	i
CCN(CC)S(=O)(=O)c1ccc(OCCNS(C)(=O)=O)cc1	-5	i	i	i	i	i	-7	8	i	i	i
CC(C)Cc1cc(C(=O)N2CCCC(C(=O)c3cc(F)ccc3F)C2)n(C)n1 (stereo not drawn)	1	i	i	i	i	i	-4	4	i	i	i
CCc1cc(C(c2ccc(F)cc2)N2CCOCC2)c(NC(=O)c2ccccc2)s1 (stereo not drawn)	-2	i	i	i	i	i	-7	5	10*	i	i
O=C1N(c2cccc3ccccc23)C(c2ccccc2)N2CCCN12 (stereo not drawn)	2	i	i	i	i	i	-6	4	i	i	i
CC(=O)Oc1ccc(Cl)cc1/C=C/c1ccc2ccccc2n1	-7	i	i	i	i	i	-7	-7	i	i	i
Cc1nn(-c2ccc(N3CCCCC3)nn2)c(C)c1CCC(=O)Nc1ccc(F)cc1	-5	i	i	i	i	i	-14	1	i	i	i
Cc1ccc(C(=O)Nc2cccc(-c3cnc4ccccc4n3)c2)cc1	-1	i	i	i	i	i	-2	5	i	i	i
O=S(=O)(NCc1ccccn1)c1ccc(F)cc1	-2	i	i	i	i	i	-5	-3	i	i	i
O=C1CSC2(C(=O)N3CCCc4cccc2c43)N1c1cccc(C(F)(F)F)c1 (stereo not drawn)	4	-8.2*	i	i	i	i	-7	0	i	i	i

Further compounds follow:
mol	HDAC3 inh	RGS4 pot	KCNQ1 act	RGS4 inh	TMEM16A act	TMEM16A inh	hERG protect	SKKanGAS inh	KCNQ1 inh	KCNK3 inh	KCNK9 inh
COc1ccc(NC(=O)c2ccc(-c3ccc([N+](=O)[O-])cc3)o2)cc1OC	12	i	i	i	i	i	-8	2	i	i	-16*
COC(=O)c1ccc(CNC(=O)c2sccc2-c2ccccc2)cc1	3	i	i	i	i	i	-12	9	i	i	i
C=CCn1c(=O)c2ccccc2n2c(SCC(=O)N3CCCc4ccccc43)nnc12	0	i	i	i	i	i	-7	-1	i	i	i
O=C(O/N=C(/c1ccccc1)c1ccncc1)c1ccc(F)cc1	31*	i	i	i	i	i	-9	1	i	i	i

Part of the list above in order of number of heavy atoms, lowest first.
mol	HDAC3 inh	RGS4 pot	KCNQ1 act	RGS4 inh	TMEM16A act	TMEM16A inh	hERG protect	SKKanGAS inh	KCNQ1 inh	KCNK3 inh	KCNK9 inh
O=C(O/N=C(/c1ccccc1)c1ccncc1)c1ccc(F)cc1	31*	i	i	i	i	i	-9	1	i	i	i
COc1ccc(NC(=O)c2ccc(-c3ccc([N+](=O)[O-])cc3)o2)cc1OC	12	i	i	i	i	i	-8	2	i	i	-16*
C=CCn1c(=O)c2ccccc2n2c(SCC(=O)N3CCCc4ccccc43)nnc12	0	i	i	i	i	i	-7	-1	i	i	i

No enrichment for hits; about 6.3% have a hit in one of these screens.
